# Screens as filed in PubChem BioAssay.
# HePTP inhibitor – inhibitors of human HePTP phosphatase, primary screen, biochemical, absorbance, leukemia target. Tyrosine-protein phosphatase non-receptor type 7 (Homo sapiens), P35236. recombinant HePTP phosphatase activity, OD absorbance. inhibition, % at 20 µM. hit rate 0.64% among 110,000. AID 521, 2006; in the data active = inhibition above about 50%;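 note: plate controls were vehicle for no effect and reference inhibitor for full effect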
# Target sequence (P35236 whole entry, looked up): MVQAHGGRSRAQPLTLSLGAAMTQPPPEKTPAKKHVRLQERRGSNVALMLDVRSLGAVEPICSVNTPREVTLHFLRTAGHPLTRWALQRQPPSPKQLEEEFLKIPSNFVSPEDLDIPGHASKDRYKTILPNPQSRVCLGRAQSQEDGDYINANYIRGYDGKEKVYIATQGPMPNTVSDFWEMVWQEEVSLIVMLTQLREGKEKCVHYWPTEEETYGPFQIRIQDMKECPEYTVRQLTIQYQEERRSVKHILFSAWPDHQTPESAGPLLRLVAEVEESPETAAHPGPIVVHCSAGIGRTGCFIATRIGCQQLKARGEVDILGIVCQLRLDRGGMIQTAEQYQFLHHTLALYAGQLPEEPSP
# BAP1 inh – inhibitors of BAP1 deubiquitinase, primary screen, biochemical, Ub-AMC fluorescence, kinetic; AID 436, 2006; activity remaining (% of control), % at 20 µM; recombinant BAP1, Ub-AMC hydrolysis fluorescence kinetic; hits give low values; Ubiquitin carboxyl-terminal hydrolase BAP1 (Homo sapiens), Q92560; hit rate 0.48% among 72,000;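 active = activity remaining at or below 50% of control, provided the compound also passes the data quality filters; inactive = the rest, including low values that fail the filters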;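 note: 100% = DMSO wells rate and 0% = substrate alone blank rate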
# Target sequence (Q92560 whole entry, looked up): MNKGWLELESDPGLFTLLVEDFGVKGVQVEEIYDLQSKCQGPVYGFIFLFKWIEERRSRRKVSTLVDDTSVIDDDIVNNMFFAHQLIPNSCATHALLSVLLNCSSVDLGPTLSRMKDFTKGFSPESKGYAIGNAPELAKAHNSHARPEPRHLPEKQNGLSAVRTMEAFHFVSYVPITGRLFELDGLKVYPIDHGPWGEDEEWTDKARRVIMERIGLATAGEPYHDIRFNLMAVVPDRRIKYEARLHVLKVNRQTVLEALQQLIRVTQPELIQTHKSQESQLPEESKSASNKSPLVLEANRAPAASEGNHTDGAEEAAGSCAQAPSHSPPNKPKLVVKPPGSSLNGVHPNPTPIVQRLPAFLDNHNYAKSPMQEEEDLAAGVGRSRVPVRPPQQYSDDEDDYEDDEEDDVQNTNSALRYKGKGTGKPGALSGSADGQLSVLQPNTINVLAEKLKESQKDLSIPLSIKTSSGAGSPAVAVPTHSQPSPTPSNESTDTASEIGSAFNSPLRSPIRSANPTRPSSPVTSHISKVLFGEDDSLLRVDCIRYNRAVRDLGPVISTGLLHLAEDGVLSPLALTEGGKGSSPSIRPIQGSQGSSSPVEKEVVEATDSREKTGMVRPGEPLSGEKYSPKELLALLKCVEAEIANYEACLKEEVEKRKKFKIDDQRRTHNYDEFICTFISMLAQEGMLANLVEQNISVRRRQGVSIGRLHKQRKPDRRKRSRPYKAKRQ
# * = called active by the depositor; . = no result given; & = joins results of further samples.
SMILES,HePTP inhibitor,BAP1 inh
Cc1nc2sc(C(c3ccco3)N3CCN(C(c4ccccc4)c4ccccc4)CC3)c(O)n2n1 (centres undefined),-6,68
CCCn1c(N)c(C(=O)CSc2nnc(-c3ccco3)n2Cc2ccccc2)c(=O)[nH]c1=O,9,94
O=C(Nc1ccc2c(c1)OCCO2)c1ccc2nccnc2c1,5,90
Cc1[nH]c2ccc(C(=O)O)cc2c(=O)c1CCC(=O)O,-6,.
Cn1c(=O)[nH]c(=O)c2c1nc(CN1CCN(c3cccc(Cl)c3)CC1)n2CCCc1ccccc1,2,81
Cn1c(Cc2ccccc2)nnc1SCC(=O)N1CCOCC1,8,102
CC(C)(C)c1cc(Br)ccc1OCC(=O)Nc1cccc([N+](=O)[O-])c1,8,.
COc1cc(/C=N/Nc2nonc2N)cc(OC)c1OC,5,.
CCOc1cc(C)c(Cl)cc1S(=O)(=O)NCC1CCCO1 (centres undefined),-4,120
FC(F)Sc1nnc(-c2cccs2)n1-c1ccccc1,7,100
CC1=NC(c2ccccc2)(c2ccccc2)c2ccccc2O1,0,.
CCOc1ccccc1N1CC(C(=O)Nc2nccs2)CC1=O (centres undefined),-1,102
Cc1ccc(C)c(-n2c(SCC(=O)NCC3CCCO3)nnc2-c2ccoc2C)c1 (centres undefined),-6,76
O=C(O)c1ccc(/C=C2\SC(=S)N(c3cccc(C(F)(F)F)c3)C2=O)cc1,30,.
COc1ccc(CC(=O)Nc2nccs2)cc1OC,.,104
CCOc1ccc(CCNC(=O)C2CCN(c3ccc(N4CCOCC4)nn3)CC2)cc1OCC,-9,.
C=CCc1cccc(/C=N/N=C2c3ccccc3Cc3ccccc32)c1O,9,.
O=C1OCC(CO)(CO)N=C1NNc1ccc([N+](=O)[O-])cc1,-11,.
COc1ccc(N2CCn3c2nc2c3c(=O)n(CCc3ccccc3)c(=O)n2C)c(OC)c1,5,93
C=CCSc1nnc(NC(=O)CSc2nc3ccccc3o2)s1,-9,.
Cc1ccc(Nc2nc(Oc3ccc(=O)[nH]n3)nc(N(C)C)n2)cc1,6,72
Cc1cc(C)cc(N(CC(=O)NCc2ccc3c(c2)OCO3)C(=O)CCC(=O)Nc2ccccn2)c1,-10,91
CCCCN=C(C)C1=C(O)CSC1=O,3,108
O=C(O)C1C2CCCCC2=C2CCCCC2C1C(=O)O (centres undefined),7,99
O=C(CSCCc1ccccn1)Nc1ccccn1,3,101
SMILES,HePTP inhibitor,BAP1 inh
Cc1cc(C)c2c(C)nn(C3CCCCC3)c2n1,-3,82
CC1=C(C)CC2C(=O)N(c3cccc4ccccc34)C(=O)C2C1 (centres undefined),5&2,84
Cc1ccc(CN2CCNC(=O)C2CC(=O)O)o1 (centres undefined),5,103
COc1cc(/C=N/NC(=O)COc2cccc(C)c2)cc([N+](=O)[O-])c1O,-11,.
CCOC(=O)Cc1csc(NC(=O)CSc2nnc(-c3ccncc3)n2Cc2ccco2)n1,6,105
O=C(Cc1ccc(Cl)cc1)Nc1ccc2c(c1)OCO2,5,.
Cc1nc2ccccc2c(=O)n1/N=C/c1ccccn1,7,111
CC(C)OC(=O)CNc1n[nH]c(=O)[nH]c1=O,.,136
c1cncc(CNc2c3c(nc4nnnn24)CCCC3)c1,-10,.
CCOC(=O)c1nnn(-c2nonc2N)c1CSc1ccc(C)cc1,-4,93
Cc1ccc(-n2c(SCC(=O)N3CCOCC3)nc(O)c(Cc3ccccc3)c2=O)cc1,-5,.
Cn1c(=O)c2c(nc(Br)n2Cc2ccccc2Cl)n(C)c1=O,-1,82
O=C(c1ccco1)N1C(=O)c2cccc3c(S(=O)(=O)N4CCCC4)ccc1c23,-1,.
O=C(Nc1nc2c(s1)CCc1ccccc1-2)c1cccs1,-5,.
CN(C)CCCOC(=O)c1ccc(Cl)cc1Cl,4,86
O=C(CN1C(=O)C2(OCCO2)c2cc(Br)ccc21)c1ccc(Br)cc1,-21,.
COc1ccc(N2C(C)=CS/C2=C(/C#N)c2nnc(N3CCOCC3)n2-c2ccccc2)cc1,5,98
O=C(NCCc1c[nH]c2ccccc12)c1c(Cl)nc2sccn12,-13,.
O=Cc1cn[nH]c1-c1ccc(Cl)cc1,1,.
COc1ccc(S(=O)(=O)NC2CCCCC2)c(C)c1C,9,112
CCOC(=O)C1=C(c2ccccc2)NC(=S)NC1c1ccccc1Br (centres undefined),.,51
NC(=O)C(=O)Nc1ccc2c(c1)OCCO2,0,.
CCOC(=O)C1C(=O)CC(O)(c2ccccc2)CC1c1ccccc1 (centres undefined),4,103
CC(C(=O)N1c2ccccc2CCc2ccccc21)N1C(=O)c2ccccc2C1=O (centres undefined),0,.
Cc1cc(Nc2nnnn2-c2ccccc2)n(-c2ccc(Cl)cc2)n1,8,87

# One compound at a time, from the list above. Screens in order: HePTP inhibitor	BAP1 inh
# `Cc1ccc(-n2c(SCC(=O)N3CCOCC3)nc(O)c(Cc3ccccc3)c2=O)cc1` reads -5	.
# `O=C(Cc1ccc(Cl)cc1)Nc1ccc2c(c1)OCO2` reads 5	.
# `O=C(CN1C(=O)C2(OCCO2)c2cc(Br)ccc21)c1ccc(Br)cc1` reads -21	.

# (cont.)
SMILES,HePTP inhibitor,BAP1 inh
Cc1cc(C)nc(NS(=O)(=O)c2ccc(NC(=O)c3ccccc3C)cc2)n1,.,71
COc1ccc2c(c1[N+](=O)[O-])CCC/C2=N/OC(=O)c1ccccc1SC,-9,.
CC(C)(C#N)NC(=O)C1Cc2ccccc2CN1S(=O)(=O)c1ccc(F)cc1 (centres undefined),.,95
O=C1N=c2ccc(Br)cc2=C1c1sc(NS(=O)(=O)Cc2ccccc2)nc1O,29,.
CC1=C(C(=O)Nc2ccc(C)cc2)C(c2ccccc2Br)NC(=S)N1 (centres undefined),-2,.
O=C(CCCn1c(=O)[nH]c2ccsc2c1=O)NCc1cccs1,0,.
O=[N+]([O-])c1cccc(C2Nc3c(cccc3[N+](=O)[O-])C3C=CCC32)c1 (centres undefined),-13,.
O=C(NC(C(=O)Nc1nccs1)C12CC3CC(CC(C3)C1)C2)c1ccccc1 (centres undefined),-2,.
CCOc1ccc(-n2c(CN3C(=O)c4ccccc4C3=O)nc3ccccc3c2=O)cc1,-4,.
Cc1ccc(S(=O)(=O)N2CCN(C(=O)COC(=O)c3cc(C)oc3C)CC2)cc1,6,101
Cc1ccc(NC(=O)c2ccc3c(c2)OCCO3)c([N+](=O)[O-])c1,2,.
O=C1CC(c2ccco2)CC(O)=C1C=NCCO (centres undefined),2,92
CCN1C(=O)/C(=C\N2CCN(c3ccccc3)CC2)SC1=S,8,99
COc1ccccc1NC(=O)N1CCN(c2cc(-c3ccccc3)nc3ncnn23)CC1,1,96
COc1ccc(CNC(=O)c2cc3c(C)nc4ccccc4c3o2)c(OC)c1,1,111
CCCC1=NN2C(=N)/C(=C/c3ccc(-c4ccc(F)cc4)o3)C(=O)N=C2S1,-1,.
O=C(Nc1cc(C(F)(F)F)ccc1Cl)c1ccc(F)cc1,.,63
CCOC(=O)NCc1ccc(Cl)cc1,-9,.
O=C(NCc1ccccc1)c1cc2nc(-c3ccccc3)cc(C(F)(F)F)n2n1,9,.
CN(C)c1nc(N(C)C)nc(N2CC(=O)N(N)C2=N)n1,5,.
N#C/C(=C\c1ccc(-c2cccc(Cl)c2Cl)o1)C(=O)NCc1ccco1,2,.
COc1cccc2cc(C(=O)Nn3cnnc3)c(=O)oc12,-4,.
O=[N+]([O-])c1cccc(S(=O)(=O)Nc2ccc3c(c2)OCCO3)c1,-11,.
COc1ccc(S(=O)(=O)N2CCN(CC(=O)Nc3ccc(F)c(F)c3)CC2)cc1,2,94
C1CN(c2nc3nonc3n3nnnc23)CCO1,2,90
SMILES,HePTP inhibitor,BAP1 inh
CCCCCSc1nc(C)c(CC(=O)O)c(=O)[nH]1,9,130
COc1ccccc1C1CC(c2ccc(Br)cc2)=NN1C(=O)CCC(=O)O (centres undefined),7,.
COc1ccc(CCNC(=O)Cn2nnc(-c3cccc(OC)c3OC)n2)cc1OC,7,94
O=C(COc1ccc2ccccc2c1)Nn1cnnc1,11,.
CCOC(=O)C(CCOCCOc1ccc(Cl)cc1C)C(=O)OCC,-13,.
CCNc1nc(Oc2ccc(C(=O)OCC)cc2)nc(SC)n1,-1,.
COc1ccc(C(=O)N2CCN(C(=O)c3ccncc3)CC2)cc1,0,.
CCCNc1nc2c(c(=O)n(C)c(=O)n2C)n1CCC(C)C,7,102
Cc1cccc(NC(=O)CC(c2ccccc2)c2ccccc2)n1,2,.
CC(=O)N1CCC(O)(c2cccc(C(F)(F)F)c2)CC1,3,95
CC(C)(C)c1ccccc1OCC(=O)Nc1cccc(C(F)(F)F)c1,.,80
O=C(Nc1cccc2ccccc12)N1CCOCC1,7,100
CC1=C(C(=O)Nc2cc(C)ccn2)C(c2ccc(C)cc2)C2=C(CCCC2=O)N1 (centres undefined),7,66
Cn1c(CNc2ccccc2)cc(=O)n(C)c1=O,7,112
N#Cc1c(SCC(=O)O)nc(N2CCCCC2)c2c1CCCC2,9,90
O=C(NC1(C(F)(F)F)NC(=O)N(C2CCCC2)C1=O)C1CC1 (centres undefined),-4,85
CCCCOc1ccc(/C(O)=C2/C(=O)C(=O)N(CCN(C)C)C2c2ccc(O)c(OC)c2)cc1 (centres undefined),5,95
CCCCn1c(=NC(=O)c2cccnc2)c(C(=O)OCC)cc2c(=O)n3ccccc3nc21,10,.
CCC(=O)N1CCc2cc(S(=O)(=O)NCCC(=O)Nc3cc(C)cc(C)c3)ccc21,1,101
Oc1ccc2c(c1)C1CCCC1(N1CCOCC1)O2 (centres undefined),-1,83
O=C(NCCc1ccccc1)C1CCN(S(=O)(=O)c2ccc(-c3nn[nH]n3)cc2)CC1,0,100
CCOCCn1c(CN2CCCCC2)nc2c1c(=O)n(C)c(=O)n2C,-6,98
CCOC(=O)N1CCc2c(sc3c2C(=O)NC(c2ccc(-c4ccc(Cl)cc4)o2)N3)C1 (centres undefined),7,91
CC(C)Oc1cccc(C(=O)Nc2ccc(Cl)c(-c3nc4ncccc4o3)c2)c1,.,61
CCC(NC(=O)Cn1cnc2c(=O)n(C)c(=O)n(C)c21)c1ccccc1 (centres undefined),6,82
COc1nc(N2CCCC2)nc(-n2cc(-c3ccccc3)nn2)n1,4,122
CCn1c(=O)c(C(=O)NCCc2ccccc2)c(O)c2ccccc21,5,45*
Cc1c(Br)c(=O)[nH]c(=O)n1Cc1ccccc1,0,.

# Exported with two lines to a compound: 29 of the compounds above
# Below each compound – HePTP inhibitor, BAP1 inh
- O=[N+]([O-])c1cccc(S(=O)(=O)Nc2ccc3c(c2)OCCO3)c1
→ -11, .
- COc1ccc(S(=O)(=O)N2CCN(CC(=O)Nc3ccc(F)c(F)c3)CC2)cc1
→ 2, 94
- C1CN(c2nc3nonc3n3nnnc23)CCO1
→ 2, 90
- CCCCCSc1nc(C)c(CC(=O)O)c(=O)[nH]1
→ 9, 130
- COc1ccccc1C1CC(c2ccc(Br)cc2)=NN1C(=O)CCC(=O)O (centres undefined)
→ 7, .
- COc1ccc(CCNC(=O)Cn2nnc(-c3cccc(OC)c3OC)n2)cc1OC
→ 7, 94
- O=C(COc1ccc2ccccc2c1)Nn1cnnc1
→ 11, .
- CCOC(=O)C(CCOCCOc1ccc(Cl)cc1C)C(=O)OCC
→ -13, .
- CCNc1nc(Oc2ccc(C(=O)OCC)cc2)nc(SC)n1
→ -1, .
- COc1ccc(C(=O)N2CCN(C(=O)c3ccncc3)CC2)cc1
→ 0, .
- CCCNc1nc2c(c(=O)n(C)c(=O)n2C)n1CCC(C)C
→ 7, 102
- Cc1cccc(NC(=O)CC(c2ccccc2)c2ccccc2)n1
→ 2, .
- CC(=O)N1CCC(O)(c2cccc(C(F)(F)F)c2)CC1
→ 3, 95
- CC(C)(C)c1ccccc1OCC(=O)Nc1cccc(C(F)(F)F)c1
→ ., 80
- O=C(Nc1cccc2ccccc12)N1CCOCC1
→ 7, 100
- CC1=C(C(=O)Nc2cc(C)ccn2)C(c2ccc(C)cc2)C2=C(CCCC2=O)N1 (centres undefined)
→ 7, 66
- Cn1c(CNc2ccccc2)cc(=O)n(C)c1=O
→ 7, 112
- N#Cc1c(SCC(=O)O)nc(N2CCCCC2)c2c1CCCC2
→ 9, 90
- O=C(NC1(C(F)(F)F)NC(=O)N(C2CCCC2)C1=O)C1CC1 (centres undefined)
→ -4, 85
- CCCCOc1ccc(/C(O)=C2/C(=O)C(=O)N(CCN(C)C)C2c2ccc(O)c(OC)c2)cc1 (centres undefined)
→ 5, 95
- CCCCn1c(=NC(=O)c2cccnc2)c(C(=O)OCC)cc2c(=O)n3ccccc3nc21
→ 10, .
- CCC(=O)N1CCc2cc(S(=O)(=O)NCCC(=O)Nc3cc(C)cc(C)c3)ccc21
→ 1, 101
- Oc1ccc2c(c1)C1CCCC1(N1CCOCC1)O2 (centres undefined)
→ -1, 83
- O=C(NCCc1ccccc1)C1CCN(S(=O)(=O)c2ccc(-c3nn[nH]n3)cc2)CC1
→ 0, 100
- CCOCCn1c(CN2CCCCC2)nc2c1c(=O)n(C)c(=O)n2C
→ -6, 98
- CCOC(=O)N1CCc2c(sc3c2C(=O)NC(c2ccc(-c4ccc(Cl)cc4)o2)N3)C1 (centres undefined)
→ 7, 91
- CC(C)Oc1cccc(C(=O)Nc2ccc(Cl)c(-c3nc4ncccc4o3)c2)c1
→ ., 61
- CCC(NC(=O)Cn1cnc2c(=O)n(C)c(=O)n(C)c21)c1ccccc1 (centres undefined)
→ 6, 82
- COc1nc(N2CCCC2)nc(-n2cc(-c3ccccc3)nn2)n1
→ 4, 122

# Compounds were not picked by outcome. About 0.7% of those tested had a hit in this group.
